Source: PubChem BioAssay (National Center for Advancing Translational Sciences (NCATS))
LDHA block – qHTS assay for inhibitors of human lactate dehydrogenase; L-lactate dehydrogenase A chain (Homo sapiens), P00338; purified LDHA, NADH/diaphorase-resazurin fluorescence; stronger effect = lower value; activity change, % (values are at about 110 or 230 µM); 0.15% of 480,000 active; in the data active = activity change below about -30%; inconclusive = mostly about -25% to -30%;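 also: plate controls were DMSO wells for no effect and wells without enzyme for full effect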
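Remaining NADH was detected by diaphorase (0.133 mg/mL) converting 37 µM resazurin to fluorescent resorufin, read at 0 and 20 minutes. The preceding 5-minute room-temperature reaction used 2 nM LDHA, 0.2 mM sodium pyruvate and 0.06 mM NADH at pH 7.4.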
RXFP1 ag – qHTS Assay for Agonists of the Relaxin Receptor RXFP1; HEK293T-RXFP1 cAMP TR-FRET, 30 min; response scale: percent of porcine relaxin response, buffer zero; 0.3% of 370,000 active; AID 2676, 2010; Potency, µM (titrated, usually from 57.5 µM), without a hit: at the top dose activation, actives largely listed as activators; Relaxin receptor 1 (Homo sapiens), Q9HBX9; also: potency is read from the fitted curve at half-maximal effect; % is scaled to controls: 0 for no effect and ±100 for the full control effect; nearly all actives have a fitted effect of over 60% in size; many of its hits are not listed in these tables
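HEK293T cells stably expressing RXFP1 were pretreated with the PDE4 inhibitor Ro 20174, exposed to compounds for 30 min at 37C, lysed, and cAMP was read by TR-FRET. Data normalized to buffer (basal) and 29 nM porcine relaxin (100%).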
mIDH1 inhibitor – qHTS for Inhibitors of mutant isocitrate dehydrogenase 1 (IDH1): qHTS; Potency, µM (top dose mostly 76.6 µM), for the others: at the top dose activity change, negative = inhibition, most hits filed as inhibitors; AID 602179, 2012; 0.093% of 390,000 active; Isocitrate dehydrogenase [NADP] cytoplasmic (Homo sapiens), O75874; IDH1-R132H enzyme, NADPH consumption, diaphorase/resazurin fluorescence; also: potency is read from the fitted curve at half-maximal effect; % is scaled to controls: 0 for no effect and ±100 for the full control effect; nearly all actives have a fitted effect of over 65% in size
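IDH1-R132H (0.5 ug/mL) preincubated 30 min with compound, then NADPH (0.016 mM) and alpha-KG (2 mM) added; 80 min at RT, pH 7.5. Remaining NADPH coupled via diaphorase/resazurin to fluorescence (540/590 nm); concentration-response curves normalized to no-enzyme control.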
PI4K2A inh – qHTS for small molecular inhibitors of PI4K2A; Phosphatidylinositol 4-kinase type 2-alpha (Homo sapiens), Q9BTU6; purified PI4K2A, ADP-Glo luminescence, 1 h; stronger effect = lower value; activity change, negative = inhibition, % at 76.9 µM; 0.13% of 420,000 active; AID 1346378, 2018; in the data active = activity change below about -50%; inconclusive = mostly about -30% to -49%;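 also: -100% = wells without enzyme as full effect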
Target sequence (Q9BTU6 whole entry, looked up): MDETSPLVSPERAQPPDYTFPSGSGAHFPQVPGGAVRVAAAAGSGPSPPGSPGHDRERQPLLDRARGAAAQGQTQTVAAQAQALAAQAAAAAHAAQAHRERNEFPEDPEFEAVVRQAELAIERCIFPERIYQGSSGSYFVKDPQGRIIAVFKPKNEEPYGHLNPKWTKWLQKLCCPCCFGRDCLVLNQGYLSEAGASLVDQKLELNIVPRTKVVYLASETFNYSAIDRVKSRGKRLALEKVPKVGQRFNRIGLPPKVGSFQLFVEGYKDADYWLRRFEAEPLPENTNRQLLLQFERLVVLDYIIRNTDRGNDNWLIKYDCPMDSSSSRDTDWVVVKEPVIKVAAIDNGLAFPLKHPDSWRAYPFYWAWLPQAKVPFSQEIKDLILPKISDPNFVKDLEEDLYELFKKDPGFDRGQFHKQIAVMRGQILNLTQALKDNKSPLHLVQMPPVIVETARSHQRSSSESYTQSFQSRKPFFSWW
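In this quantitative HTS, ADP production by PI4K2A was quantified luminescently after 1 h at ambient temperature; 100 microM adenosine served as plate-quality control.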
TrxR1 substrate – qHTS Assay for Substrates of Mammalian Selenoprotein Thioredoxin Reductase 1 (TrxR1): qHTS. AID 588456, 2011. purified TrxR1 substrate turnover, NADPH consumption readout. 0.01% of 390,000 active. Potency, µM (highest dose often 114 µM), without a hit: top-dose activity change, negative = substrate turnover. Thioredoxin reductase 1, cytoplasmic (Rattus norvegicus), O89049; also: potency is read from the fitted curve at half-maximal effect; % is scaled to controls: 0 for no effect and ±100 for the full control effect; nearly all actives have a fitted effect of over 50% in size
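Rat TrxR1, dispensed at 90 nM, was prereduced with 400 uM NADPH (final) for 5 min at ~22 deg C, then incubated with compound 15 min before 400 uM selenite. A first-read NADPH fluorescence drop versus no-compound background flagged substrates.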
Vif-APOBEC3F blk – qHTS for Inhibitors of Vif-A3F Interactions: qHTS. 0.2% of 390,000 active. Potency, µM (titrated, usually from 46.1 µM), for the others: at the top dose activity, negative = active. HeLa A3F-eYFP + Vif (tagged APOBEC3F with the HIV-1 protein that degrades it), YFP fluorescence increase. AID 602313, 2012; also: potency is read from the fitted curve at half-maximal effect; % of control where 0% means no effect; nearly all actives have a fitted effect of over 65% in size
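Fluorescence increase (Ex 488/Em 500-530) after overnight compound treatment at 37 deg C flags inhibition of Vif-driven A3F-eYFP loss in stable HeLa A3F-eYFP/Vif cells seeded overnight beforehand.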
Vif-A3G inh – qHTS for Inhibitors of Vif-A3G Interactions: qHTS; 0.076% of 410,000 active; HeLa A3G-eYFP + Vif (tagged APOBEC3G with the HIV-1 protein that degrades it), YFP fluorescence, overnight; Potency, µM (series often up to 46.1 µM), without a hit: top-dose activity, negative = active, most hits filed as inhibitors;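 also: potency is read from the fitted curve at half-maximal effect; % is scaled to controls: 0 for no effect and ±100 for the full control effect; nearly all actives have a fitted effect of over 60% in size; hits raise eYFP signal because A3G escapes Vif-driven loss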
Target sequence (Q9HC16 whole entry, looked up): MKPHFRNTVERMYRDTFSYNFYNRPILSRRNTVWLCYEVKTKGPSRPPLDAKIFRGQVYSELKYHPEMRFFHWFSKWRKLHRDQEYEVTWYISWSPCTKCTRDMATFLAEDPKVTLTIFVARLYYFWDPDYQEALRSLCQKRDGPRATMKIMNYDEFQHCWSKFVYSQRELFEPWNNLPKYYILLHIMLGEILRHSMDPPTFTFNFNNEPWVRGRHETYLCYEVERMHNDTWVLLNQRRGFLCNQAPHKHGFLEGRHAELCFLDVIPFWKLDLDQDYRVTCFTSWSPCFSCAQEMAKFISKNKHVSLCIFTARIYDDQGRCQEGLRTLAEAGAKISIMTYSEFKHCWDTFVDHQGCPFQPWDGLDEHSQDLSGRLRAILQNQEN
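HeLa cells stably expressing Vif and C-terminally eYFP-tagged A3G, seeded overnight at 37 deg C, then exposed to compound by pintool overnight at 37 deg C. Rise in yellow fluorescence (Ex 488/Em 500-530, Acumen) marks blocked Vif-driven A3G degradation.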
Glioma ERSR ind – qHTS for Inducers of the Endoplasmic Reticulum Stress Response (ERSR) in Human Glioma: qHTS; U87-MG GRP78 promoter luciferase reporter, 16 h; Potency, µM, inactives show top-dose activation, usual class: activators; AID 602332, 2012; 0.02% of 420,000 active; also: potency is read from the fitted curve at half-maximal effect; series mostly up to about 76 µM; % of control where 0% means no effect; nearly all actives have a fitted effect of over 35% in size
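ERSR induction read as luciferase luminescence (Bright-Glo, 10 min at room temperature) in stably transfected human U87-MG glioma cells exposed to compounds for 16 h, using GRP78 as sensor.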
USP1 inh – Inhibitors of USP1/UAF1: Primary Screen | 0.23% of 390,000 active | AID 743255, 2014 | Potency, µM (series often up to 57.1 µM), without a hit: at the top dose activity change, negative = inhibition, actives largely listed as inhibitors | Ubiquitin carboxyl-terminal hydrolase 1 (Homo sapiens), O94782 | recombinant USP1/UAF1, Ub-Rhodamine cleavage fluorescence; also: potency is read from the fitted curve at half-maximal effect; % is scaled to controls: 0 for no effect and ±100 for the full control effect; nearly all actives have a fitted effect of over 60% in size; inactives centre near -12
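Step one: compound is pinned into 1nM USP1/UAF1 in HEPES pH 7.8 buffer with TCEP. Step two: 15 min room-temperature incubation. Step three: Ub-Rho (150nM final) starts cleavage, tracked by fluorescence over six one-minute reads.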
Active calls of the source: *; [ ] = remark or other dose. Unless noted, calls follow the shape of the dose curve; as a rule, active = well fitted curve in the direction sought with a large enough effect; inconclusive = small, poorly fitted or top-dose-only effect, or another doubt; inactive = no such curve, though single readings can be large; an effect the other way counts as inactive or inconclusive. A portion of the library; the hit share may differ from the screen's.

Sample of the layout, 2 compounds:
How did COCCNC(=O)/C(C#N)=C/C=C/c1ccccc1 do in these assays?
LDHA block: 0; RXFP1 ag: 0.2%; mIDH1 inhibitor: 6%; PI4K2A inh: -4; TrxR1 substrate: -10%; Vif-APOBEC3F blk: 4%; Vif-A3G inh: 5%; Glioma ERSR ind: 6%; USP1 inh: -16%

Results for CC(=O)Nc1ccc(OCC(O)Cn2ccnc2)cc1 (centres undefined) ?
LDHA block: -4; RXFP1 ag: 0.9%; mIDH1 inhibitor: 3%; PI4K2A inh: 3; TrxR1 substrate: 2%; Vif-APOBEC3F blk: -1%; Vif-A3G inh: 0%; Glioma ERSR ind: -3%; USP1 inh: -8%

The list itself, from the start:
How did COCCNC(=O)/C(C#N)=C/C=C/c1ccccc1 do in these assays?
LDHA block: 0; RXFP1 ag: 0.2%; mIDH1 inhibitor: 6%; PI4K2A inh: -4; TrxR1 substrate: -10%; Vif-APOBEC3F blk: 4%; Vif-A3G inh: 5%; Glioma ERSR ind: 6%; USP1 inh: -16%

Results for CC(=O)Nc1ccc(OCC(O)Cn2ccnc2)cc1 (centres undefined) ?
LDHA block: -4; RXFP1 ag: 0.9%; mIDH1 inhibitor: 3%; PI4K2A inh: 3; TrxR1 substrate: 2%; Vif-APOBEC3F blk: -1%; Vif-A3G inh: 0%; Glioma ERSR ind: -3%; USP1 inh: -8%

Results for CC(=O)c1c(O)cc(C)n(Nc2nc(C)cc(C)n2)c1=O ?
LDHA block: -6; RXFP1 ag: 0.7%; mIDH1 inhibitor: 7%; PI4K2A inh: 2; TrxR1 substrate: -5%; Vif-APOBEC3F blk: -6%; Vif-A3G inh: 1%; Glioma ERSR ind: 2%; USP1 inh: -7%

Results for O=C(/C=C/c1c(Cl)cccc1Cl)N1CCOCC1 ?
LDHA block: -11; RXFP1 ag: -1.8%; mIDH1 inhibitor: 8%; PI4K2A inh: 2; TrxR1 substrate: -4%; Vif-APOBEC3F blk: 3%; Vif-A3G inh: -1%; Glioma ERSR ind: 7%; USP1 inh: 0%

What do the screens show for `Cc1ccc(CCNC(=O)Cc2ccc(NC3=NC4CS(=O)(=O)CC4S3)cc2)cc1` (centres undefined)?
LDHA block: -16; RXFP1 ag: 0.8%; mIDH1 inhibitor: -3%; PI4K2A inh: 3; TrxR1 substrate: -3%[57.1 µM]; Vif-APOBEC3F blk: 0%; Vif-A3G inh: 0%; Glioma ERSR ind: -5%; USP1 inh: 0%

What do the screens show for `CCC(=O)N1c2ccc(S(=O)(=O)CCC(=O)N3CCN(c4ccccc4F)CC3)cc2CC1C` (centres undefined)?
LDHA block: -3; RXFP1 ag: 1.1%; mIDH1 inhibitor: 4%; PI4K2A inh: 2; TrxR1 substrate: -2%[57.1 µM]; Vif-APOBEC3F blk: 0%; Vif-A3G inh: 2%; Glioma ERSR ind: -5%; USP1 inh: -8%

How did CCOC(=O)c1c(C)[nH]c(C(=O)CN2C(=O)NC(C)(c3ccc4ccccc4c3)C2=O)c1C (centres undefined) do in these assays?
LDHA block: -2; RXFP1 ag: -2.8%; mIDH1 inhibitor: 9%; PI4K2A inh: 3; TrxR1 substrate: 5%; Vif-APOBEC3F blk: 1%; Vif-A3G inh: 5%; Glioma ERSR ind: -4%; USP1 inh: inconclusive

How did COC(=O)c1c(NC(=O)CSc2ncn[nH]2)sc(C)c1C do in these assays?
LDHA block: -3; RXFP1 ag: 0.2%; mIDH1 inhibitor: 2%; PI4K2A inh: -3; TrxR1 substrate: -3%; Vif-APOBEC3F blk: 5%; Vif-A3G inh: -13%; Glioma ERSR ind: 4%; USP1 inh: 4%

What do the screens show for `O=C(CCCN1C(=O)/C(=C/c2ccccc2Cl)SC1=S)NNC(=O)c1cccnc1`?
LDHA block: -5; RXFP1 ag: -0.1%; mIDH1 inhibitor: 6%; PI4K2A inh: 0; TrxR1 substrate: -2%; Vif-APOBEC3F blk: 0%; Vif-A3G inh: 2%; Glioma ERSR ind: -15%; USP1 inh: -6%

How did COC(=O)c1cn(N(C)c2ncc(C(F)(F)F)cc2Cl)c(=O)c2ccccc12 do in these assays?
LDHA block: 2; RXFP1 ag: 2.6%; mIDH1 inhibitor: 4%; PI4K2A inh: 19; TrxR1 substrate: -12%; Vif-APOBEC3F blk: -5%; Vif-A3G inh: -3%; Glioma ERSR ind: -3%; USP1 inh: -7%

What do the screens show for `O=C(NC1CCCC1)c1ccc(COc2ccccc2Br)o1`?
LDHA block: 1; RXFP1 ag: 0.0%; mIDH1 inhibitor: 0%; PI4K2A inh: -5; TrxR1 substrate: 0%; Vif-APOBEC3F blk: -5%; Vif-A3G inh: -2%; Glioma ERSR ind: 7%; USP1 inh: -9%

How did CCCCc1c(O)nc2ccccn2c1=O do in these assays?
LDHA block: -2; RXFP1 ag: 0.1%; mIDH1 inhibitor: 9%; PI4K2A inh: 4; TrxR1 substrate: -10%; Vif-APOBEC3F blk: 2%; Vif-A3G inh: 0%; Glioma ERSR ind: -3%; USP1 inh: -14%

What do the screens show for `O=C(CN1CCN(Cc2ccc3c(c2)OCO3)CC1)Nc1cc(S(=O)(=O)N2CCCC2)ccc1Cl`?
LDHA block: -2; RXFP1 ag: 4.0%; mIDH1 inhibitor: 14%; PI4K2A inh: -1; TrxR1 substrate: -12%[57.1 µM]; Vif-APOBEC3F blk: 1%; Vif-A3G inh: 1%; Glioma ERSR ind: -5%; USP1 inh: -1%

What do the screens show for `COc1ccc(OC)c(NC(=O)CCNS(=O)(=O)c2cccs2)c1`?
LDHA block: 3; RXFP1 ag: 0.5%; mIDH1 inhibitor: 13%; PI4K2A inh: 0; TrxR1 substrate: 15%[57.1 µM]; Vif-APOBEC3F blk: 1%; Vif-A3G inh: 2%; Glioma ERSR ind: -4%; USP1 inh: -17%

Results for CCCc1cc(=O)[nH]c(SCC(=O)OCc2ccccc2)n1 ?
LDHA block: -2; RXFP1 ag: -2.2%; mIDH1 inhibitor: 8%; PI4K2A inh: -7; TrxR1 substrate: -5%; Vif-APOBEC3F blk: 0%; Vif-A3G inh: 4%; Glioma ERSR ind: 1%; USP1 inh: -4%

How did COc1cccc(-n2c(-c3ccc(Cl)cc3)cc3c2CC(C)(C)CC3=O)c1 do in these assays?
LDHA block: -3; RXFP1 ag: 2.0%; mIDH1 inhibitor: -5%; PI4K2A inh: -1; TrxR1 substrate: 6%; Vif-APOBEC3F blk: 0%; Vif-A3G inh: 0%; Glioma ERSR ind: -4%; USP1 inh: -9%

What do the screens show for `CC(C)C(C)NC(=O)CN1C(=O)NC2(CCc3ccccc32)C1=O` (centres undefined)?
LDHA block: -5; RXFP1 ag: 0.7%; mIDH1 inhibitor: 1%; PI4K2A inh: 3; TrxR1 substrate: -8%; Vif-APOBEC3F blk: 4%; Vif-A3G inh: 1%; Glioma ERSR ind: -2%; USP1 inh: -12%

What do the screens show for `COc1ccc(C(=O)COC(=O)c2ccccn2)c(OC)c1`?
LDHA block: -3; mIDH1 inhibitor: 2%; PI4K2A inh: -4; TrxR1 substrate: 11%[57.1 µM]; Vif-APOBEC3F blk: -3%; Vif-A3G inh: -1%; Glioma ERSR ind: 5%; USP1 inh: 8%

What do the screens show for `O=C(NCc1ccc2c(c1)OCO2)c1ccc2c(c1)N(Cc1ccccc1F)C(=O)c1ccccc1S2`?
LDHA block: -3; RXFP1 ag: 1.0%; mIDH1 inhibitor: -14%; PI4K2A inh: -1; TrxR1 substrate: 0%[57.1 µM]; Vif-APOBEC3F blk: -7%; Vif-A3G inh: 4%; Glioma ERSR ind: -4%; USP1 inh: -12%

What do the screens show for `Cc1onc(-c2ccccc2)c1C(=O)Nc1ccc(S(=O)(=O)N2CCCC2)cc1`?
LDHA block: 1; RXFP1 ag: 7.7%; mIDH1 inhibitor: 4%; PI4K2A inh: 7; TrxR1 substrate: 3%; Vif-APOBEC3F blk: -16%; Vif-A3G inh: -11%; Glioma ERSR ind: -2%; USP1 inh: -21%

How did CCN(C(=O)COC(=O)c1cnccn1)c1cccc2ccccc12 do in these assays?
LDHA block: -2; mIDH1 inhibitor: 2%; PI4K2A inh: 2; TrxR1 substrate: -2%[2.29 µM]; Vif-APOBEC3F blk: -1%; Vif-A3G inh: -10%; Glioma ERSR ind: -3%; USP1 inh: -1%

Results for COc1ccc(OC)c(NC(=O)CN(Cc2ccccc2)S(C)(=O)=O)c1 ?
LDHA block: 0; RXFP1 ag: 0.0%; mIDH1 inhibitor: 2%; PI4K2A inh: 4; TrxR1 substrate: -1%; Vif-APOBEC3F blk: 0%; Vif-A3G inh: -1%; Glioma ERSR ind: -1%; USP1 inh: -15%
